CBFb RUNX1 block = blocks binding between human CBF-beta and RUNX1; 230,000 tested, under 10 active; Potency, µM (doses to about 59.8 µM), without a hit: top-dose activity, negative = inhibition, most hits filed as inhibitors; Q01196+Q13951; AlphaScreen CBFb-His/RUNX1-biotin binding, biochemical; note: % of control where 0% means no effect
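Compounds were screened at multiple concentrations against a preformed CBF-beta(His)/RUNX1(biotin) complex (30 nM of each) for 15 min at room temperature, followed by 90 min with nickel and streptavidin beads and AlphaScreen reading.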
NPSR antag = blocks cAMP signaling of the human neuropeptide S receptor. AID 1461. Potency, µM (doses to about 38.3 µM), without a hit: at the highest dose activity change, negative = inhibition, hits mostly inhibitors. hit rate 1% among 220,000. Q6W5P4. CHO-NPSR cells, cAMP TR-FRET, antagonist mode; note: potency is the fitted concentration of half-maximal effect; % is set by controls: 0 for no effect and ±100 for the full control effect; nearly all actives have a fitted effect of over 50% in size; many of its hits are not listed in these tables
Target sequence (Q6W5P4 whole entry, looked up): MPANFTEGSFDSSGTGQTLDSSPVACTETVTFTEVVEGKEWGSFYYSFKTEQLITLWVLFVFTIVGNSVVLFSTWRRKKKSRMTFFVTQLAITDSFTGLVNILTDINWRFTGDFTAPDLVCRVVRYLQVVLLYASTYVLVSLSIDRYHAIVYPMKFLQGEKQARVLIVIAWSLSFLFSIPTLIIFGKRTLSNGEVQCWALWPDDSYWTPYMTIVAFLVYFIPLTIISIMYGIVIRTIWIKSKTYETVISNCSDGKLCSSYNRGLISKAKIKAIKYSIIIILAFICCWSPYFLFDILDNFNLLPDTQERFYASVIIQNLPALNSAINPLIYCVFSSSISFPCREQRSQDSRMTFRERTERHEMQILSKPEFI
Epigenetic derep = derepresses silenced GFP reporter in murine cells; AID 1865; Potency, µM (doses to about 53.9 µM), without a hit: at the top dose GFP activation, usual class: activators; murine LDR cells, GFP reporter derepression, 30 h; hit rate 0.2% among 280,000; note: potency is the fitted concentration of half-maximal effect; % of control where 0% means no effect; nearly all actives have a fitted effect of over 60% in size
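Reporter derepression read as number of fluorescent GFP-positive objects, 20-120 um in size, counted by laser-scanning cytometer. Mouse LDR line with an epigenetically silenced CMV-GFP locus; compound incubation 30 h, 37 C.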
LMNA splice mod = changes lamin A minigene splicing in HeLa cells; HeLa LMNA splicing GFP/RFP minigene ratio, 48 h; Potency, µM (highest dose often 46.1 µM), for inactives: top-dose ratio change, negative = inhibition, usual class: inhibitors; hit rate 0.01% among 200,000; AID 1487; active = well fitted inhibition curve with a large enough effect in the signal ratio, with a control signal flat, not every such curve was filed as active; inconclusive = small, poorly fitted or top-dose-only effect, or effect the other way, or a change in a side signal; the % refers to the signal ratio; note: potency is the fitted concentration of half-maximal effect; % is set by controls: 0 for no effect and ±100 for the full control effect
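S3 HeLa cells stably expressing lamin A-EGFP splicing minigene plus DsRed2, 600 cells/well, 48 h compound exposure at 37C. Laser-scanning cytometry; analysed as GFP (500-530 nm)/RFP (575-640 nm) total intensity ratio; 0.5% DMSO vehicle.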
KinaseGlo FLuc = blocks Kinase-Glo luciferase, a counter-screen artifact; Kinase-Glo luciferase, ATP luminescence, 8 min; AID 1379; hit rate 0.28% among 200,000; Q27757; Potency, µM (doses to about 38.3 µM), without a hit: at the top dose activity change, negative = inhibition, most hits filed as inhibitors; note: potency is the fitted concentration of half-maximal effect; % is set by controls: 0 for no effect and ±100 for the full control effect; nearly all actives have a fitted effect of over 60% in size
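Light output from Kinase-Glo luciferase with luciferin and 10 uM ATP in 50 mM imidazole pH 7.2, KCl, MgCl2, Tween 20, BSA; compound pin-delivered, 8-min ambient incubation, then luminescence read.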
IMPase Li cell = membrane-permeable IMPase blocker, potentiated with lithium; CHO-M1 cells, IP1 TR-FRET (IP-One), carbachol + lithium; Potency, µM (titrated, usually from 59.4 µM), for inactives: at the highest dose activity, negative = IMPase inhibition, most hits filed as inhibitors; hit rate 0.35% among 210,000;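 note: IP1 builds up when IMPase is blocked and the TR-FRET signal falls; potency is the fitted concentration of half-maximal effect; plate controls were basal vehicle for no effect and high inhibitor control for full effect; nearly all actives have a fitted effect of over 50% in size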
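CHO-M1, 2000 cells/well, 16–30 h culture; cpd + low Li+, 30 min 37C; lysis with d2-IP1/Eu-anti-IP1 Ab, 10 min RT; TR-FRET 665/620 ratio and 620 channel; AC50 via Hill.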
GLA spleen mod = alpha-galactosidase A (human) modulation; human spleen homogenate, 4MU-alpha-Gal fluorescence, 40 min; Potency, µM (titrated, usually from 80 µM), without a hit: at the highest dose activity change, negative = inhibition, usual class: inhibitors; hit rate 0.008% among 240,000;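 note: potency is the fitted concentration of half-maximal effect; 0% = enzyme with vehicle and -100% = no enzyme basal signal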
Target sequence (P06280 32-429 limits assumed): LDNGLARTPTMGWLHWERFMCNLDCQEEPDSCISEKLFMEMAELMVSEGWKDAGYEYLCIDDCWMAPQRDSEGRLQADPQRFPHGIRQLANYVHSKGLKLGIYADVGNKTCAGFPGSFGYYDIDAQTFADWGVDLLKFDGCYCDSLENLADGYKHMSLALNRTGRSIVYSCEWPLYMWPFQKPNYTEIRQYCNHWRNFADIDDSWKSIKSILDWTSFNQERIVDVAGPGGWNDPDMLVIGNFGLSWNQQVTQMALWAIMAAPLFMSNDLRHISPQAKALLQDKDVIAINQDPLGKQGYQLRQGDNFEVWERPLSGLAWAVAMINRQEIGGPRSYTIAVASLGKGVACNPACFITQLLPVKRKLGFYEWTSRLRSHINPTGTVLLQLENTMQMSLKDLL
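Fluorogenic readout (Ex 365/Em 440 nm) of 4-methylumbelliferone released from 1 mM 4-MU-alpha-galactoside by spleen homogenate, 40 min at 37C, pH 5.0. Data normalized to no-enzyme and enzyme controls; Hill-equation AC50 from compound titrations.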
Numbers without * were called inactive; ? = inconclusive; / = no result given; [ ] = remark or other dose. Unless noted, calls come from the whole dose curve; as a rule, active = well fitted curve in the direction sought with a large enough effect; inconclusive = small, poorly fitted or top-dose-only effect, or another doubt; inactive = no such curve, though single readings can be large; an effect the other way counts as inactive or inconclusive.

Value order: CBFb RUNX1 block | NPSR antag | Epigenetic derep | LMNA splice mod | KinaseGlo FLuc | IMPase Li cell | GLA spleen mod
C=C1C[C@@]23C[C@@]1(O)CC[C@@H]2[C@]12C=C[C@@H](O)[C@](C)(C(=O)O1)[C@@H]2[C@@H]3C(=O)O
→ 7.7%[21.7 µM] | / | -2.8% | / | 1.9% | 9.0% | 7.4%
O=C(CSc1nnc(-c2cccs2)o1)N1CCc2ccccc21
→ 1.6% | ? | -0.8% | 0.7% | 0.2% | -4.4%[38.3 µM] | -9.6%
CC(=O)OCC(OC(C)=O)C(OC(C)=O)C(OC(C)=O)C(=O)Nc1ccc(C)cc1C (stereo not given)
→ 2.0% | -3.0%[46.1 µM] | -0.4% | 2.8% | -2.7% | -14.5%[38.3 µM] | 5.4%
CC(C)(C)c1cc(C(=O)N/N=C/c2ccc(O)cc2)n(-c2ccccc2)n1
→ -5.2% | -41.6% | 1.0% | ? | 1.8% | 12.2% | -0.1%
COc1ccc(OC)c(N2C(=O)CC(Cc3ccc(C)cc3)C2=O)c1 (stereo not given)
→ -3.1% | 4.0% | -2.1% | -7.9% | 3.4% | 27.9% | 7.1%
CCN(CC)S(=O)(=O)c1ccc(C(=O)N(c2ccc(C)cc2)C2C=CS(=O)(=O)C2)cc1 (stereo not given)
→ 1.3% | -3.7% | -0.1% | -17.5%[46 µM] | 0.2% | 8.3% | -1.5%
COc1ccc(C2=Nn3c(nnc3-c3ccco3)SC2)cc1
→ -15.7% | -5.4%[46.1 µM] | 6.9% | -8.0% | 1.9% | 17.1%[38.3 µM] | 0.4%
Cc1occc1C(=O)Nc1cccc([N+](=O)[O-])c1C
→ 2.0% | 2.5% | 1.0% | / | / | / | 11.8%
CCOC(=O)Nc1ccc(S(=O)(=O)Nn2cnnc2)cc1
→ 2.4% | -4.1%[46.1 µM] | -3.0% | 13.3% | 4.4% | 8.2%[38.3 µM] | -3.3%
CCN(CC)CCCn1c(C)cc2c(c1=O)C(c1ccccc1)C(C#N)=C(N)O2 (stereo not given)
→ -2.5% | -16.0%[46.1 µM] | 2.1% | 8.3% | 2.7% | -9.9%[38.3 µM] | 7.6%
COc1cccc(C2CC3(CC(C)(C)NC(=S)N3)Oc3cc(O)ccc32)c1 (stereo not given)
→ ? | -0.4% | 0.0% | ? | 0.8% | 8.1% | 6.4%
O=C(CCn1cnnn1)Nc1ccc(Cl)c(Cl)c1
→ -5.3% | 11.9% | -6.2% | / | 5.8% | -6.4% | -0.7%
COc1ccc(-n2c(Cc3cccn3C)nnc2SCC(=O)NCc2ccco2)cc1
→ -24.2% | -6.0% | -1.0% | 2.5% | 1.8% | 2.8% | -5.9%
CCOC(=O)c1cnc(SCC(=O)Nc2cc(C(F)(F)F)ccc2N2CCOCC2)nc1N
→ 17.8% | ? | -1.0% | 2.4% | 0.1% | ? | 12.0%
O=S(=O)(c1ccc2ccccc2c1)N1CCN(S(=O)(=O)N2CCOCC2)CC1
→ 5.4% | -14.4%[46.1 µM] | -0.7% | 0.3% | -0.3% | -9.0%[38.3 µM] | -9.9%
CCN(CC)c1ccc(C(=O)c2ccccc2C(=O)O)c(O)c1
→ -2.6% | -20.9%[46.1 µM] | -1.0% | 22.4% | 0.5% | 8.3% | 0.2%
Oc1c(C=C2N=c3ccccc3=N2)sc(=S)n1-c1ccc2ccccc2c1
→ 9.9% | 2.4% | -1.1% | / | / | / | -1.7%
CCn1c2ccccc2c2cc(NS(=O)(=O)c3ccc(C)cc3)ccc21
→ -8.6% | -19.2%[46.1 µM] | 0.0% | 13.6% | -2.0% | -6.6%[38.3 µM] | 3.2%
N#Cc1cc(S(=O)(=O)c2ccccc2)c(N)[nH]c1=O
→ 10.9% | 6.2%[46.1 µM] | 0.4% | ? | 8.0% | 13.9%[38.3 µM] | 17.9%
COc1cc(/C=N/NC(=O)c2ccncc2)ccc1OCCN1CCCCC1
→ 5.7% | 3.7% | -1.0% | -1.9% | -4.0% | -0.7% | -7.4%
O=C1CCCc2ccccc2N1Cc1c(Cl)cccc1Cl
→ 12.9% | 7.2%[46.1 µM] | 0.0% | -13.5% | 1.5% | 4.9% | -5.1%
CCCCNC(=O)c1ccc(CNc2c(N3CCC(C(=O)OCC)CC3)c(=O)c2=O)cc1
→ -2.7% | -14.4%[46.1 µM] | -1.0% | -6.4% | 2.7% | 10.0% | 6.9%
CC1(C)CC(N2CCCCC2)=CC(=[N+]2CCCCC2)C1
→ 2.2% | 20.7% | -1.8% | / | -3.0% | 11.0% | 1.5%
CN(Cc1ccco1)c1cc(-c2cccc(NS(C)(=O)=O)c2)ncn1
→ / | / | / | 18.0% | / | -3.1% | -28.7%
CCOC(=O)c1c(C)oc2c1c1c(c3ccccc32)OCN(Cc2cccnc2)C1
→ -15.4% | -2.2%[46.1 µM] | -0.9% | ? | -3.5% | 55.8%[activator][38.3 µM] | -7.5%
Cc1c(NC(=O)NC(C)N2C(=O)C3C4C=CC(C4)C3C2=O)c(=O)n(-c2ccccc2)n1C (stereo not given)
→ -1.2% | 0.9%[46.1 µM] | -0.3% | 6.5% | -5.8% | -3.2%[38.3 µM] | 5.0%
Cc1cc(NC(=O)CSc2nnc(COc3cccc(C)c3C)n2Cc2ccco2)no1
→ 7.3% | -6.5%[46.1 µM] | 0.9% | -0.8% | 0.1% | 5.9%[38.3 µM] | -4.6%
COCCn1c(=O)c(-c2ccc(OC)cc2)nc2cnc(Nc3ccccc3)nc21
→ / | / | / | / | 0.6% | -22.8% | 0.2%
CCN(CC)c1ccc(C(=O)OCC(=O)Nc2cc3oc4ccccc4c3cc2OC)cc1
→ -0.8% | -33.7% | 0.0% | -12.2% | -0.3% | -9.8% | -3.0%
CN(C)Cc1ccccc1-c1cc(-n2ccnc2)ncn1
→ / | / | 2.5% | 19.8% | -1.2% | 1.6% | -11.3%
CN(Cc1nc(C(c2ccccc2)c2ccccc2)no1)CC1COCCO1 (stereo not given)
→ -1.2% | 12.0% | 1.1% | ? | -17.1% | -1.1% | 12.6%
COc1cc(/C=N/N2C(=O)C3C4C=CC(CC4)C3C2=O)ccc1O (stereo not given)
→ 0.4% | -33.4% | 0.0% | / | / | 23.4% | 0.1%
Cc1cc(NC(=O)CCCOc2ccc(Cl)cc2Cl)no1
→ 21.0% | -8.0%[46.1 µM] | -0.5% | 18.2% | 0.0% | 13.8%[38.3 µM] | -0.6%
C(=N\Nc1nc(-c2ccccc2)cs1)/c1cccnc1
→ -15.9% | -24.2%[46.1 µM] | -4.6% | -13.9% | -1.5% | 1.0% | 5.9%
Cc1ccc(C)c(NC(=O)CCC(=O)N/N=C2/CC(=O)CC(C)(C)C2)c1
→ -1.0% | 8.2% | -2.4% | -9.8%[46 µM] | 0.2% | -0.6% | 6.6%
O=C1CS/C(=N/N=C/c2ccc(OS(=O)(=O)c3ccccc3)cc2)N1
→ 2.7% | -56.3% | -0.1% | 3.6%[9.22 µM] | -0.5% | -5.0% | -2.9%
CC(/C=C/c1ccccc1F)=N\NC(=O)c1cccc(F)c1
→ -5.1% | -44.6% | 0.5% | -36.0%[46 µM] | -0.4% | 9.2% | -0.9%
c1cc2c3c(cccc3c1)C(N1CCOCC1)=N2
→ -0.5% | -21.2% | 3.0% | / | / | / | 1.5%
CC(C)(C)C(=O)NC(=S)Nc1ccc(Cl)c(C(=O)O)c1
→ 4.1% | -26.3% | -1.5% | / | -4.9% | 0.5% | 2.8%
COc1cc(CNCCc2ccccc2)ccc1OCC(N)=O
→ -7.6% | 28.7% | -3.2% | -3.5% | 2.5% | -1.6% | 0.0%
O=C(CSc1ccc2nnc(-c3cccnc3)n2n1)NCc1ccco1
→ -2.5% | 11.3%[46.1 µM] | -0.7% | 9.0% | 1.9% | 1.0%[38.3 µM] | -5.3%
CCCn1c(C)cc(C(=O)CSc2nc3nc(C)cc(C)n3n2)c1C
→ -4.1% | 19.4% | 0.0% | ? | -2.1% | 11.1% | -0.2%
C/C(=N\NC(=O)c1ccc(Cn2cc(Br)cn2)o1)c1cccc(NC(=O)C(C)(C)C)c1
→ 9.6% | -5.4% | -4.8% | ? | 1.2% | -4.8% | 0.6%
CCCC(=O)NC(c1ccco1)c1cc([N+](=O)[O-])c2cccnc2c1O (stereo not given)
→ ? | ? | 1.3% | / | -1.1% | 6.4% | 5.4%
N#Cc1ccsc1NC(=O)COC(=O)c1ccc(NC(N)=O)cc1
→ 15.3% | 1.3% | -4.5% | / | -2.5% | 3.6% | -1.8%
CCOC(=O)CC(c1ccc(N)cc1)n1c(C)ccc1C (stereo not given)
→ -7.2% | -0.7% | -4.9% | / | 1.0% | 0.3% | -10.3%
COc1ccc(NS(=O)(=O)c2ccc3c(c2)n(C)c(=O)n3C)cc1
→ -0.4% | -16.6%[46.1 µM] | 0.2% | 18.5% | -3.8% | 15.5%[38.3 µM] | 3.1%
CCOc1ccc(-c2nnn(CC(=O)NCc3ccccc3)n2)cc1
→ 13.7% | 0.0% | 3.3% | / | -0.3% | 7.6% | 8.9%

Bioassay records from PubChem BioAssay.

The list is partial (hit frequency here may not be typical).
